Bioassay records as filed in PubChem BioAssay.
T cruzi HTS = intracellular Trypanosoma cruzi inhibition. 22,000 compounds, 4.9% hits. intracellular Trypanosoma cruzi in host cells, plate reader. activity score (inhibition), % at 5.01 µM; in the data active means activity score above about 55%;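 further: parasites and compound incubated about four days before reading; 0% = median of neutral control wells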
INS-1E ATP HTS = INS-1E beta cell protection from cytokine death | INS-1E cytokine-induced death, ATP luminescence, 48 h; normalised: neutral wells 0, positive control 100 | 20,000 compounds, 0.1% hits | protection from cytokine-induced ATP loss, % at 10 µM;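 active means mean replicate protection from cytokine-induced ATP loss at least 50% and at least 75% of replicates each reaching 50%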
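assay system = INS-1E rat insulinoma cells | amount = 8000 cells per well | medium = phenol-red-free RPMI with 5% fetal bovine serum | doses = one compound concentration, pin transfer | timing = 48 h cytokine plus compound treatment, 10 min reagent incubation | also added = IL-1β, TNF-α and IFN-γ cytokine mix | signal = CellTiter-Glo luminescence measuring cellular ATP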
The depositor's hits bear a star; . = not tested or not shown. Rows are unselected; about 5.6% have a hit in one of these screens.

Each structure is followed by: T cruzi HTS	INS-1E ATP HTS
1: COc1ccc(S(=O)(=O)N(C)C[C@@H]2Oc3ccc(NC(=O)Nc4c(C)noc4C)cc3C(=O)N([C@H](C)CO)C[C@@H]2C)cc1
  0	7
2: C[C@@H]1CN([C@H](C)CO)C(=O)c2cccc(NS(C)(=O)=O)c2O[C@H]1CN(C)Cc1ccc(Oc2ccccc2)cc1
  21	4
3: CC(C)NC(=O)Nc1ccc2c(c1)CC(=O)N([C@H](C)CO)C[C@@H](C)[C@@H](CN(C)C(=O)NC(C)C)O2
  -35	6
4: Cc1noc(C)c1NC(=O)N(C)C[C@H]1Oc2ccc(NS(=O)(=O)c3ccc(F)cc3)cc2CC(=O)N([C@@H](C)CO)C[C@H]1C
  -1	9
5: C[C@H](CO)N1C[C@H](C)[C@H](CN(C)C(=O)Nc2ccc(C(F)(F)F)cc2)Oc2ccc(NC(=O)Cn3cnnn3)cc2CC1=O
  -19	5
6: COc1ccc(S(=O)(=O)Nc2ccc3c(c2)C(=O)N([C@H](C)CO)C[C@@H](C)[C@H](CN(C)Cc2ccc(C(F)(F)F)cc2)O3)cc1
  5	.
7: COc1ccc(NC(=O)N(C)C[C@H]2Oc3ccc(NS(=O)(=O)c4ccc(Cl)cc4)cc3CC(=O)N([C@@H](C)CO)C[C@H]2C)cc1
  -5	-1
8: COc1ccc(NC(=O)Nc2cccc3c2O[C@H](CN(C)Cc2ccc4c(c2)OCO4)[C@H](C)CN([C@H](C)CO)C3=O)cc1
  -36	-24
9: C[C@@H]1CN([C@@H](C)CO)C(=O)c2cccc(NS(=O)(=O)c3cn(C)cn3)c2O[C@@H]1CN(C)C
  -31	-16
10: COc1ccc(NC(=O)Nc2cccc3c2O[C@@H](CN(C)C(=O)Nc2ccc4c(c2)OCO4)[C@@H](C)CN([C@@H](C)CO)C3=O)cc1
  15	-1
11: C[C@@H]1CN([C@H](C)CO)C(=O)c2cc(NC(=O)Nc3ccc4c(c3)OCO4)ccc2O[C@@H]1CN(C)Cc1ccc(-c2ccccc2)cc1
  88*	-25
12: Cc1ccc(S(=O)(=O)N(C)C[C@H]2Oc3ccc(NS(=O)(=O)c4ccc(Cl)cc4)cc3CC(=O)N([C@@H](C)CO)C[C@@H]2C)cc1
  -6	-4
13: Cc1noc(C)c1NC(=O)N(C)C[C@@H]1Oc2ncc(C#CC(C)(C)O)cc2C(=O)N([C@H](C)CO)C[C@@H]1C
  -20	.
14: C[C@@H]1CN([C@H](C)CO)C(=O)Cc2cc(NC(=O)CCCCCC(=O)Nc3ccccc3N)ccc2O[C@H]1CN(C)C(=O)Nc1ccc(F)cc1
  -39	11
15: COc1ccc(NC(=O)Nc2ccc3c(c2)CC(=O)N([C@@H](C)CO)C[C@H](C)[C@@H](CN(C)Cc2ccc(C(F)(F)F)cc2)O3)cc1
  74*	-19

Retrieved by compound from above, four records:
Each structure is followed by: T cruzi HTS	INS-1E ATP HTS
4: Cc1noc(C)c1NC(=O)N(C)C[C@H]1Oc2ccc(NS(=O)(=O)c3ccc(F)cc3)cc2CC(=O)N([C@@H](C)CO)C[C@H]1C
  -1	9
15: COc1ccc(NC(=O)Nc2ccc3c(c2)CC(=O)N([C@@H](C)CO)C[C@H](C)[C@@H](CN(C)Cc2ccc(C(F)(F)F)cc2)O3)cc1
  74*	-19
2: C[C@@H]1CN([C@H](C)CO)C(=O)c2cccc(NS(C)(=O)=O)c2O[C@H]1CN(C)Cc1ccc(Oc2ccccc2)cc1
  21	4
7: COc1ccc(NC(=O)N(C)C[C@H]2Oc3ccc(NS(=O)(=O)c4ccc(Cl)cc4)cc3CC(=O)N([C@@H](C)CO)C[C@H]2C)cc1
  -5	-1

Additional results follow.
Each structure is followed by: T cruzi HTS	INS-1E ATP HTS
16: COc1ccc(CN(C)C[C@H]2Oc3c(NC(=O)Nc4ccc5c(c4)OCO5)cccc3C(=O)N([C@H](C)CO)C[C@H]2C)cc1
  -33	-4
17: Cc1cc(C(=O)Nc2cccc3c2O[C@H](CN(C)Cc2ccccc2)[C@@H](C)CN([C@H](C)CO)C3=O)n(C)n1
  23	-6
18: C[C@H]1CN([C@@H](C)CO)C(=O)c2cccc(NS(=O)(=O)c3ccc(Cl)cc3)c2O[C@H]1CN(C)Cc1ccccc1
  4	-7
19: COc1ccc(S(=O)(=O)N(C)C[C@@H]2Oc3ncc(-c4cc5ccccc5o4)cc3C(=O)N([C@H](C)CO)C[C@@H]2C)cc1
  47	-15
20: COc1ccc(CN(C)C[C@@H]2Oc3c(NS(=O)(=O)c4ccccc4)cccc3C(=O)N([C@H](C)CO)C[C@H]2C)cc1
  0	5
21: COc1ccc(S(=O)(=O)N(C)C[C@H]2Oc3ccc(NC(=O)CCC(F)(F)F)cc3CC(=O)N([C@@H](C)CO)C[C@@H]2C)cc1
  -10	-2
22: C[C@H](CO)N1C[C@H](C)[C@@H](CN(C)C(=O)NC2CCCCC2)Oc2ccc(NS(=O)(=O)c3cccs3)cc2C1=O
  1	11
23: C[C@H](CO)N1C[C@H](C)[C@@H](CN(C)C(=O)NC2CCCCC2)Oc2ccc(NS(=O)(=O)c3cn(C)cn3)cc2C1=O
  -13	8
24: C[C@H]1CN([C@@H](C)CO)C(=O)c2cc(NC(=O)Cc3cn(C)c4ccccc34)ccc2O[C@@H]1CN(C)S(=O)(=O)c1ccccc1
  30	0
25: COc1cccc(NC(=O)N(C)C[C@@H]2OCc3cnnn3CCCC(=O)N([C@@H](C)CO)C[C@@H]2C)c1
  -2	.
26: COc1ccc(S(=O)(=O)Nc2ccc3c(c2)C(=O)N([C@H](C)CO)C[C@@H](C)[C@H](CN(C)Cc2ccncc2)O3)cc1
  -8	-35
27: C[C@@H]1CN([C@@H](C)CO)C(=O)c2cc(NC(=O)Nc3ccc(F)cc3)ccc2O[C@@H]1CN(C)C(=O)Nc1ccc(F)cc1
  6	-9
28: Cc1noc(C)c1NC(=O)N(C)C[C@@H]1Oc2ccc(NC(=O)Nc3ccc(C(F)(F)F)cc3)cc2C(=O)N([C@@H](C)CO)C[C@H]1C
  -8	3
29: C[C@@H]1CN([C@@H](C)CO)C(=O)CCCn2nncc2CO[C@H]1CN(C)C(=O)c1ccncc1
  -12	.
30: C[C@H](CO)N1C[C@H](C)[C@H](CN(C)C(=O)Nc2ccc3c(c2)OCO3)Oc2ccc(NC(=O)Cc3ccccc3)cc2CC1=O
  -4	6

Record cards, from the list above:
Cc1noc(C)c1NC(=O)N(C)C[C@@H]1Oc2ccc(NC(=O)Nc3ccc(C(F)(F)F)cc3)cc2C(=O)N([C@@H](C)CO)C[C@H]1C is entered as T cruzi HTS = -8; INS-1E ATP HTS = 3
COc1ccc(CN(C)C[C@@H]2Oc3c(NS(=O)(=O)c4ccccc4)cccc3C(=O)N([C@H](C)CO)C[C@H]2C)cc1 is entered as T cruzi HTS = 0; INS-1E ATP HTS = 5

Continued.
Each structure is followed by: T cruzi HTS	INS-1E ATP HTS
31: C[C@H](CO)N1C[C@H](C)[C@@H](CN(C)Cc2ccc(C(=O)Nc3ccccc3N)cc2)Oc2ccc(NC(=O)Cn3cnnn3)cc2C1=O
  69*	-11
32: C[C@H]1CN([C@@H](C)CO)C(=O)c2cc(NS(=O)(=O)c3ccc(F)cc3)ccc2O[C@@H]1CN(C)C
  -29	1
33: CC(C)NC(=O)N(C)C[C@H]1Oc2ccc(NC(=O)Nc3cccc4ccccc34)cc2C(=O)N([C@@H](C)CO)C[C@@H]1C
  -9	9
34: CC(C)NC(=O)N(C)C[C@@H]1Oc2ccc(NC(=O)Nc3ccccc3)cc2CC(=O)N([C@H](C)CO)C[C@@H]1C
  -4	-3
35: C[C@@H]1CN([C@H](C)CO)C(=O)Cc2cc(NC(=O)Nc3ccc(C(F)(F)F)cc3)ccc2O[C@@H]1CN(C)C(=O)Nc1cccc2ccccc12
  11	-12
36: C[C@@H]1CN([C@@H](C)CO)C(=O)c2cccc(NC(=O)c3ccc(-c4nccs4)cc3)c2O[C@H]1CN(C)C(=O)Nc1ccc(C(F)(F)F)cc1
  68*	1
37: Cc1noc(C)c1NC(=O)N(C)C[C@H]1Oc2ccc(NC(=O)Cn3cnnn3)cc2C(=O)N([C@@H](C)CO)C[C@H]1C
  -37	7
38: C[C@H](CO)N1C[C@H](C)[C@@H](CN(C)Cc2ccc(Cl)c(Cl)c2)Oc2c(NS(C)(=O)=O)cccc2C1=O
  -13	-2
39: Cc1noc(C)c1NC(=O)Nc1cccc2c1O[C@H](CN(C)C(=O)NC1CCCCC1)[C@H](C)CN([C@@H](C)CO)C2=O
  -1	2
40: COc1ccc(S(=O)(=O)Nc2cccc3c2O[C@@H](CN(C)CC2CCCCC2)[C@H](C)CN([C@H](C)CO)C3=O)cc1
  -7	5
41: CC(C)NC(=O)N(C)C[C@@H]1Oc2ccc(NC(=O)C3CC3)cc2CC(=O)N([C@H](C)CO)C[C@@H]1C
  -13	2
42: C[C@H](CO)N1C[C@H](C)[C@@H](CN(C)C)Oc2c(NS(=O)(=O)c3ccc(F)cc3)cccc2C1=O
  -26	13
43: O=C(NO)c1ccc(C(=O)N/N=C/c2c[nH]c3ccccc23)cc1
  -3	8
44: C[C@H]1CN([C@@H](C)CO)C(=O)c2cc(NS(C)(=O)=O)ccc2O[C@@H]1CN(C)CC1CCCCC1
  16	.
45: COc1ccc(CN(C)C[C@@H]2Oc3ccc(NS(=O)(=O)c4ccc(F)cc4)cc3C(=O)N([C@H](C)CO)C[C@H]2C)cc1
  -4	-9
46: Cc1noc(C)c1S(=O)(=O)Nc1ccc2c(c1)C(=O)N([C@@H](C)CO)C[C@H](C)[C@@H](CN(C)Cc1ccc(C(=O)O)cc1)O2
  -11	-6
47: Cc1noc(C)c1S(=O)(=O)Nc1cccc2c1O[C@@H](CN(C)Cc1ccc(C(F)(F)F)cc1)[C@@H](C)CN([C@@H](C)CO)C2=O
  9	-1
48: C[C@@H]1CN([C@H](C)CO)C(=O)c2cccc(NC(=O)Nc3ccccc3)c2O[C@H]1CN(C)S(C)(=O)=O
  -9	10
49: C[C@@H]1CN([C@H](C)CO)C(=O)c2cc(NC(=O)c3ccncc3)ccc2O[C@@H]1CN(C)C(=O)Nc1ccc2c(c1)OCO2
  -16	-1
50: COc1ccc(CN(C)C[C@@H]2Oc3ccc(NC(=O)NC4CCCCC4)cc3C(=O)N([C@@H](C)CO)C[C@H]2C)cc1
  -9	2
51: Cc1noc(C)c1NC(=O)Nc1ccc2c(c1)CC(=O)N([C@H](C)CO)C[C@@H](C)[C@H](CN(C)Cc1ccccc1)O2
  -32	16
52: C[C@H]1CN([C@@H](C)CO)C(=O)Cc2cc(NC(=O)Nc3cccc4ccccc34)ccc2O[C@H]1CN(C)C(=O)NC1CCCCC1
  1	0
53: C[C@H]1CN([C@@H](C)CO)C(=O)c2cc(NS(=O)(=O)c3cn(C)cn3)ccc2O[C@H]1CN(C)S(C)(=O)=O
  -23	3
54: CC(C)NC(=O)Nc1ccc2c(c1)C(=O)N([C@H](C)CO)C[C@@H](C)[C@@H](CN(C)C(=O)Nc1ccc3c(c1)OCO3)O2
  -2	1
55: C[C@@H]1CN([C@H](C)CO)C(=O)c2cc(NC(=O)Cc3cn(C)c4ccccc34)ccc2O[C@@H]1CN(C)C(=O)Nc1ccc(C(F)(F)F)cc1
  81*	-18
56: C[C@H]1CN([C@@H](C)CO)C(=O)Cc2cc(NC(=O)Cc3cn(C)c4ccccc34)ccc2O[C@H]1CN(C)S(=O)(=O)c1cn(C)cn1
  -6	-3
57: C[C@@H]1CN([C@H](C)CO)C(=O)Cc2cc(NC(=O)Nc3cccc4ccccc34)ccc2O[C@@H]1CN(C)C(=O)NC1CCCCC1
  -2	0
58: C[C@@H]1CCCCO[C@H](CN(C)C(=O)C2CCCCC2)[C@@H](C)CN([C@H](C)CO)C(=O)c2cc(NC(=O)Cc3ccccc3)ccc2O1
  7	-6
59: COc1ccc(S(=O)(=O)N(C)C[C@@H]2Oc3ccc(N(C)C)cc3CC(=O)N([C@H](C)CO)C[C@H]2C)cc1
  21	-5
60: Cc1noc(C)c1NC(=O)N(C)C[C@H]1Oc2ccc(NC(=O)C3CC3)cc2C(=O)N([C@@H](C)CO)C[C@@H]1C
  -18	3
61: C[C@@H]1CN([C@@H](C)CO)C(=O)Cc2cc(NC(=O)C3CCCCC3)ccc2O[C@@H]1CN(C)C(=O)Nc1ccc2c(c1)OCO2
  -7	0
62: C[C@H](CO)N1C[C@H](C)[C@@H](CN(C)C(=O)c2ccc(N3CCN(C)CC3)cc2)OCc2cn(nn2)CCCC1=O
  -17	.
63: Cc1ccc(S(=O)(=O)N(C)C[C@@H]2Oc3c(NC(=O)c4cc(C)nn4C)cccc3C(=O)N([C@@H](C)CO)C[C@@H]2C)cc1
  -9	13
64: C[C@@H]1CCCCO[C@H](CN(C)CC2CCCCC2)[C@@H](C)CN([C@H](C)CO)C(=O)c2cc(NS(=O)(=O)c3ccc(Cl)cc3)ccc2O1
  27	-2
65: CNC[C@H]1Oc2ccc(NC(=O)Nc3c(C)noc3C)cc2C(=O)N([C@@H](C)CO)C[C@@H]1C
  -7	.
66: C[C@H]1CN([C@@H](C)CO)C(=O)c2cc(NC(=O)Cc3cn(C)c4ccccc34)ccc2O[C@@H]1CN(C)C(=O)Nc1cccc2ccccc12
  -14	.
67: Cc1noc(C)c1S(=O)(=O)Nc1ccc2c(c1)C(=O)N([C@@H](C)CO)C[C@H](C)[C@H](CN(C)C)O2
  -9	-7
68: CC(C)NC(=O)N(C)C[C@H]1OCc2cn(nn2)CCCC(=O)N([C@@H](C)CO)C[C@H]1C
  -8	.
69: C[C@H]1CN([C@@H](C)CO)C(=O)c2cc(NC(=O)Nc3cccc4ccccc34)ccc2O[C@@H]1CN(C)CC1CCCCC1
  -11	0
70: Cc1noc(C)c1NC(=O)N(C)C[C@@H]1Oc2ccc(NC(=O)Nc3cccc4ccccc34)cc2C(=O)N([C@@H](C)CO)C[C@@H]1C
  -5	-2
